# M4 antag = CHRM4 antagonism in calcium assay; 0.73% of 360,000 active; CHO-hM4 cells, ACh EC80, Fluo-8 calcium fluorescence; AID 624125; inhibition, % at 3 µM;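 active = inhibition above its plate's cutoff, the mean inhibition of sample wells plus 3 SD, cut at about 27% in these data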;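 also: 0% = acetylcholine EC80 with DMSO and 100% = DMSO without agonist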
# Target sequence (P08173 whole entry, looked up): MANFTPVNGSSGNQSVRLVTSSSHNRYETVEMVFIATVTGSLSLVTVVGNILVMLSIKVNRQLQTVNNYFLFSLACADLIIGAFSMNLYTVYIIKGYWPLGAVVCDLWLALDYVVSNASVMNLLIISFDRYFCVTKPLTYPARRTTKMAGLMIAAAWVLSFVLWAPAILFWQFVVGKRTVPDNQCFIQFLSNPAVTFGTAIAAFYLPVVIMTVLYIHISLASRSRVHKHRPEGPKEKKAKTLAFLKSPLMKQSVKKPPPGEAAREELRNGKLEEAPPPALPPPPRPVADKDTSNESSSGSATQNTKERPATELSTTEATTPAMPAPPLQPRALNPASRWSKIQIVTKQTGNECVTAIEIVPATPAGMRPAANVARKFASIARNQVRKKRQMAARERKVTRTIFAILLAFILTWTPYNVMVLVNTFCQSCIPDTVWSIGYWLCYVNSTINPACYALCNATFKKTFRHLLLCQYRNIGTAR
# CHRM1 antagonist = human CHRM1 antagonism; 1.3% of 360,000 active; P11229; CHO-K1 hM1, Fluo-8 calcium fluorescence, ACh EC80 antagonist; inhibition, % at 3 µM; AID 588852;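 active = percent inhibition above its own plate's cutoff, namely the mean of that plate's compound wells plus 3 SD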;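 also: peak over basal fluorescence ratio during 140 s after agonist addition; 0% = ACh EC80 plus DMSO and 100% = DMSO alone without agonist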
# Target sequence (P11229 whole entry, looked up): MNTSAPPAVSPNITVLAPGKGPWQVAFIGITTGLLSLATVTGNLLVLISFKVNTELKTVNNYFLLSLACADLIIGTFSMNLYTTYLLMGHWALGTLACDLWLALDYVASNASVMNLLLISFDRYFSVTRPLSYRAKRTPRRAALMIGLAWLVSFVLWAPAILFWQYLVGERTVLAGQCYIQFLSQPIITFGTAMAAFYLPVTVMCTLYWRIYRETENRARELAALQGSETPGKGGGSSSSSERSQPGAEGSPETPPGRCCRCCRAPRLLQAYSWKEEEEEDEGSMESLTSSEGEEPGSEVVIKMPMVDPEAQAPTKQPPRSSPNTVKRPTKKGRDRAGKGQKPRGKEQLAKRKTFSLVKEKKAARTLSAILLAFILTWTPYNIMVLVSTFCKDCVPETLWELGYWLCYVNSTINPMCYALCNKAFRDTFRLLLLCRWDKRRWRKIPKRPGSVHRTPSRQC
# M5 PAM = CHRM5 positive allosteric modulation; activation, % at 3 µM; CHO-K1 hM5, Fluo-8 calcium, ACh EC20 PAM; 0% = ACh EC20, 100% = ACh EC100; AID 624038; P08912; 0.3% of 360,000 active;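 active = activation above the run cutoff, the mean activation of all test compounds plus 3 SD, cut at about 18% in these data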
#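 System: CHO-K1 cell line with stable human muscarinic M5 receptor expression | Also added: EC20 acetylcholine as agonist stimulus | Compound: One concentration, 3 µM final (nominal) | Timing: Fluo-8 loading 80 min at 37 °C plus 30 min room temperature | Measured by: Fluo-8 calcium dye fluorescence, kinetic read | Read-out basis: % activation, ACh-normalized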
# CHRM5 agonist = CHRM5 agonism in calcium assay; P08912; CHO-K1 hM5 cells, Fluo-8 calcium fluorescence; 0% DMSO wells, 100% maximal acetylcholine response; activation, % at 3 µM; 0.19% of 360,000 active; AID 624037;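 active = activation above the run's mean over test compounds plus 3 SD, cut at about 23% in these data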;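 also: signal is peak over basal fluorescence ratio across the kinetic read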
# TAAR1 agonist = agonists of human TAAR1; 0.99% of 360,000 active; CHO RD-HGA16 TAAR1, Fluo-8 calcium fluorescence; vehicle wells 0%, saturating PEA agonist 100%; AID 624467; Q96RJ0; activation, % at 3 µM;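 active = activation above the mean activation of all test compounds in the run plus 3 SD, cut at about 38% in these data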
#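 Assay system: CHO-derived RD-HGA16 cells with stable Gα16 and human TAAR1; timing: 17-24 h seeding, 75 min 37 °C dye, 30 min RT; read-out: % activation from peak over basal fluorescence ratio, DMSO-to-PEA scaled; measured by: kinetic Fluo-8 calcium fluorescence; benchmarks: low control DMSO, high control PEA (EC100); doses: 3 µM single concentration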
# CHRM5 antagonist = antagonists of human muscarinic M5 receptor (CHRM5); 0.59% of 360,000 active; P08912; AID 624040; inhibition, % at 3 µM; CHO-hM5 cells, Fluo-8 calcium fluorescence, ACh EC80;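 active = inhibition above a per-plate cutoff, the mean of that plate's test compounds plus 3 SD, cut at about 27% in these data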;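 also: 0% = acetylcholine EC80 with DMSO and 100% = DMSO without agonist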
# M1 ag = human M1 muscarinic receptor agonism; P11229; CHO-K1 hM1, Fluo-8 calcium fluorescence, agonist mode; 0% DMSO, 100% acetylcholine EC100; activation, % at 3 µM; 0.33% of 360,000 active; AID 588814;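 active = activation above the run's mean compound activation plus 3 SD, cut at about 16% in these data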;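 also: peak over basal fluorescence ratio within a 140 s kinetic read after compound addition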
# CHRM4 agonist = agonists of human muscarinic M4 receptor (CHRM4) | P08173 | CHO-K1 hM4/Gqi5, Fluo-8 calcium fluorescence; vehicle 0%, full acetylcholine response 100% | activation, % at 3 µM | 0.14% of 360,000 active | AID 624127;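 active = activation above the run mean over all test wells plus 3 SD, cut at about 32% in these data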;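 also: peak over basal fluorescence ratio per well then scaled between controls; 0% = DMSO wells and 100% = acetylcholine at EC100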
# M1 PAM = positive allosteric modulators of human M1 muscarinic receptor | P11229 | CHO-K1 hM1, Fluo-8 calcium fluorescence, ACh EC20; 0% = ACh EC20, 100% = maximal ACh | activation, % at 3 µM | 0.088% of 360,000 active; in the data active = activation above about 19%, passing the limit was not always enough
# * = called active by the depositor; . = not tested or not shown. The list is partial; count on the stated rates, not on these rows.
SMILES,M4 antag,CHRM1 antagonist,M5 PAM,CHRM5 agonist,TAAR1 agonist,CHRM5 antagonist,M1 ag,CHRM4 agonist,M1 PAM
O=C(Nc1ccncc1)C1CC1c1ccccc1 (stereo not drawn),7,-16,0,5,4,0,5,6,-4
CCn1c(SCC(=O)Nc2ccc3c(c2)OCO3)nnc1C(C)C,-10,0,0,0,-1,2,-2,2,4
CC(C)NC(=O)c1ccccc1NC(=O)/C=C/c1cccc([N+](=O)[O-])c1,-1,-11,-3,0,9,3,-8,2,-1
COc1ccc(NC(=O)C2CC(=O)n3c(nc4ccccc43)N2)cc1 (stereo not drawn),-4,-5,5,-2,-1,4,-3,0,1
CC(=O)c1cccc(OCc2cc(C(=O)N3CC4C[C@@H]5CC3C[C@H](C4)C5)no2)c1,0,2,-5,-1,2,-4,-2,10,-1
CCc1noc(C)c1C(=O)N(CCOC)c1c(N)n(CC(C)C)c(=O)[nH]c1=O,-4,-15,2,-3,0,-10,-2,1,11
Cc1ccc(SCc2nc3ccccc3n2CC(=O)Nc2ccccc2)cc1,-1,-5,-14,0,7,7,-4,5,-1
CCNC(=O)NC(=O)c1csc([N+](=O)[O-])c1,-5,-3,-7,2,1,9,2,4,4
COc1ccc(N(Cc2ccc(N(C)C)cc2)C(=O)c2ccc(S(C)(=O)=O)cc2)cc1,8,1,-3,-2,5,8,-5,0,2
COC(=O)/C(=C\c1cccnc1)NC(=O)c1ccc(OCc2ccccc2)cc1,-11,11,0,3,2,9,-1,7,-6
O=C(NCc1cccnc1)c1cccc(S(=O)(=O)Nc2cccc(Cl)c2)c1,2,1,-12,2,10,16,-1,7,-3
COC(=O)c1ccc(NC(=O)C2CCCN2S(=O)(=O)c2ccc(OC)cc2)cc1 (stereo not drawn),0,0,-6,0,9,5,-3,3,-2
O=C(N/C(=C/c1ccco1)C(=O)N1CCOCC1)c1ccccc1Br,-3,-2,-2,2,4,-5,-1,1,0
O=c1[nH]cnc(O)c1C1C=CC=CC=C1,-3,-23,4,5,3,2,1,0,15
CCCCOc1ccc(/C=C2/Sc3ccccc3C2=O)cc1,3,-19,2,-1,3,-4,-1,1,2
CC(=O)NC(c1cccc(F)c1)c1nc(-c2cccc(C(C)C)c2)cs1 (stereo not drawn),1,-1,-6,-2,11,5,-4,3,-1
CCN(CC)CCCN(C(=O)c1ccc(Br)cc1)c1nc(-c2ccc(OC)cc2)cs1,9,0,3,-4,20,-2,-8,9,-6
O=C(Nc1cccc(C(=O)N2CCN(c3cccc(Cl)c3)CC2)c1)c1ccccc1,7,4,-16,1,11,9,-5,13,-4
COC1CCN(C(=O)CC2C(=O)NCCN2CC2CCCCC2)CC1 (stereo not drawn),1,3,-5,-1,5,-5,-9,1,-2
CCC(=O)c1ccc(OCC(=O)Nc2cccc(S(=O)(=O)N3CCCCCC3)c2)cc1,25,47*,-31,5,14,29*,1,26,-18
COc1ccccc1-c1csc(-n2ncc(C#N)c2N)n1,2,-2,-3,-7,-3,11,-8,1,-3
COc1cccc(C(=O)NCCCc2ccccc2)c1OC,9,-4,3,0,1,12,-3,1,10
O=C(NCCCNC(=O)c1cncc(O)c1)c1cncc(O)c1,-14,-4,-3,2,4,1,-4,1,3
CCOC(=O)c1nn(-c2ccc(C)cc2)c(=O)cc1OCC(=O)N1CCN(c2ccccc2)CC1,7,7,5,-5,-1,3,-3,1,1
COc1ccc(-c2cc(C(F)(F)F)nc(-n3ccnc3)n2)cc1,1,-14,4,-2,4,1,-3,1,12
COc1ccccc1NC(=O)C(=O)N1CCCC1,1,8,-4,-2,0,7,-4,0,0
COc1ccccc1CCN=C(N)NS(=O)(=O)c1cccs1,1,-8,4,-4,4,-6,-8,1,6
COc1cccc(C(=O)NCCS(=O)(=O)NCc2ccccn2)c1,-16,-6,6,4,2,-8,-2,1,4
COC(=O)c1cc(NC(=O)C2CC(=O)NC(=NCc3ccc(OC)cc3)S2)cc(C(=O)OC)c1 (stereo not drawn),-8,-5,-1,-3,4,7,-5,0,6
O=C(NCCCc1ccccc1)c1cccc(NC(=O)c2ccccc2)c1,-21,-3,-1,3,6,-7,-2,14,-5
COc1ccccc1N(Cc1ccccc1)S(=O)(=O)c1cccc(C(=O)Nc2ccc(C)cn2)c1,3,20,-21,1,2,17,-1,10,-10
COc1ccc(CNC(=O)c2csnn2)cc1,-5,-5,1,1,3,-1,-5,2,6
Cc1ccc2nc(C3CCN(C(=O)c4ccco4)CC3)[nH]c2c1,-2,-7,-7,-4,1,7,-8,0,5
Cc1ccc(S(=O)(=O)N2CCOCC2)cc1NC(=O)CSc1nnc(COc2ccccc2F)n1N,-12,8,8,2,2,-5,-5,1,-1
COC(OC)C(C)NC(=O)NC(=O)c1ccccc1Cl (stereo not drawn),1,0,1,1,3,3,-3,0,2
CC(=O)NS(=O)(=O)c1ccc(NC(=O)/C=C/c2ccc(C)o2)cc1,-2,4,3,-1,10,1,-7,0,4
O=C(C[n+]1ccccc1)N/N=C/c1cc(Br)cc(Br)c1O,6,8,-3,-6,.,9,-9,0,-12
CC(C)[C@H](Nc1ccc(S(=O)(=O)N2CCOCC2)cc1[N+](=O)[O-])C(=O)OCC(=O)N(C(C)C)C(C)C,4,-1,-2,-3,2,5,-6,5,-6
Cc1nc(NC(=O)COC(=O)c2ccc(CO)cc2)c(Cl)cc1Cl,9,-2,-8,3,-1,12,-4,3,1
CCCCCCCN1CCN=C1N(C)C,-10,0,-3,-11,0,-1,-12,1,-1
Cc1ccc(C(=O)CCC(=O)CCC(=O)O)cc1,-2,3,1,-1,8,-5,-3,2,-1
CC(Cc1ccccn1)NC(=O)CCc1nnc(C2CCCCC2)o1 (stereo not drawn),-6,-3,2,-4,3,-3,-3,0,0
CC(C)C[C@H]1CN([C@@H](CC(C)C)CN2CCCC2CN2C(=S)NC[C@@H]2Cc2ccc(O)cc2)C(=S)N1CC1CCCCCC1 (stereo partly drawn),-5,-1,-2,2,0,5,-3,1,8
O=C(COC(=O)c1ccccc1NS(=O)(=O)c1ccc(Cl)cc1)NCc1ccccc1,0,0,10,0,3,-10,-3,2,2
Cc1ccccc1-c1nnc(SCC(=O)NC2CCCC2)n1C,0,-18,-1,-1,0,5,-6,-1,10
CCCNC(=O)NC1C(NC(=O)NCCC)N(C)C(=O)N1C (stereo not drawn),-5,-15,-1,1,3,-2,2,1,13
COc1ccc(S(=O)(=O)N(CCC(=O)O)Cc2ccccc2)cc1,-2,2,-5,1,2,12,-1,15,5
CCc1ccc(OCCOCC(O)CN2CCN(Cc3ccc(Cl)cc3)CC2)cc1 (stereo not drawn),0,5,-10,-2,7,21,-3,9,-1
COc1ccccc1NC(=S)NNC(=O)c1ccncc1,-6,-4,-2,-3,4,5,-4,0,9
O=C(NCc1ccco1)C1CCN(S(=O)(=O)c2cccc3cccnc23)CC1,-1,13,-3,2,1,-4,-2,2,-7
# Later entries
SMILES,M4 antag,CHRM1 antagonist,M5 PAM,CHRM5 agonist,TAAR1 agonist,CHRM5 antagonist,M1 ag,CHRM4 agonist,M1 PAM
Oc1c(Br)cc(Br)cc1C=Nc1cccnc1,9,22,-6,-3,0,10,-3,1,-9
Cc1ccc(Nc2nnc(SCC(=O)Nc3cccc(S(=O)(=O)N4CCCCC4)c3)s2)cc1,-1,3,-10,-2,0,12,-1,2,5
O=C(Nc1ccccn1)c1cc(-c2cccc(Cl)c2)nc2ccccc12,4,19,-7,0,0,9,-5,4,-6
CC(=O)N1CCC(c2c[nH]c3ccccc23)CC1,-2,1,2,1,0,2,-3,0,2

# Entries from the list above with four or more nitrogen atoms, in the order listed:
SMILES,M4 antag,CHRM1 antagonist,M5 PAM,CHRM5 agonist,TAAR1 agonist,CHRM5 antagonist,M1 ag,CHRM4 agonist,M1 PAM
CCn1c(SCC(=O)Nc2ccc3c(c2)OCO3)nnc1C(C)C,-10,0,0,0,-1,2,-2,2,4
COc1ccc(NC(=O)C2CC(=O)n3c(nc4ccccc43)N2)cc1 (stereo not drawn),-4,-5,5,-2,-1,4,-3,0,1
CCc1noc(C)c1C(=O)N(CCOC)c1c(N)n(CC(C)C)c(=O)[nH]c1=O,-4,-15,2,-3,0,-10,-2,1,11
COc1ccccc1-c1csc(-n2ncc(C#N)c2N)n1,2,-2,-3,-7,-3,11,-8,1,-3
O=C(NCCCNC(=O)c1cncc(O)c1)c1cncc(O)c1,-14,-4,-3,2,4,1,-4,1,3
CCOC(=O)c1nn(-c2ccc(C)cc2)c(=O)cc1OCC(=O)N1CCN(c2ccccc2)CC1,7,7,5,-5,-1,3,-3,1,1
COc1ccc(-c2cc(C(F)(F)F)nc(-n3ccnc3)n2)cc1,1,-14,4,-2,4,1,-3,1,12
Cc1ccc(S(=O)(=O)N2CCOCC2)cc1NC(=O)CSc1nnc(COc2ccccc2F)n1N,-12,8,8,2,2,-5,-5,1,-1
CC(C)[C@H](Nc1ccc(S(=O)(=O)N2CCOCC2)cc1[N+](=O)[O-])C(=O)OCC(=O)N(C(C)C)C(C)C,4,-1,-2,-3,2,5,-6,5,-6
CC(Cc1ccccn1)NC(=O)CCc1nnc(C2CCCCC2)o1 (stereo not drawn),-6,-3,2,-4,3,-3,-3,0,0
CC(C)C[C@H]1CN([C@@H](CC(C)C)CN2CCCC2CN2C(=S)NC[C@@H]2Cc2ccc(O)cc2)C(=S)N1CC1CCCCCC1 (stereo partly drawn),-5,-1,-2,2,0,5,-3,1,8
Cc1ccccc1-c1nnc(SCC(=O)NC2CCCC2)n1C,0,-18,-1,-1,0,5,-6,-1,10
CCCNC(=O)NC1C(NC(=O)NCCC)N(C)C(=O)N1C (stereo not drawn),-5,-15,-1,1,3,-2,2,1,13
COc1ccccc1NC(=S)NNC(=O)c1ccncc1,-6,-4,-2,-3,4,5,-4,0,9
Cc1ccc(Nc2nnc(SCC(=O)Nc3cccc(S(=O)(=O)N4CCCCC4)c3)s2)cc1,-1,3,-10,-2,0,12,-1,2,5
